PREPL inh: PREPL enzyme inhibitors, primary screen, biochemical, fluorescence polarization; recombinant PREPL, fluorescence polarization activity-based probe; Prolyl endopeptidase-like (Homo sapiens), Q4J6C6; AID 2751, 2010; hit rate 0.68% among 320,000; inhibition, % at 5.96 µM; in the data active = inhibition above about 43%;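 note: 0% = enzyme with DMSO and 100% = wells lacking enzyme; many of its hits are not listed in these tables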
TPT1 inhibitor: Candida albicans TPT1 enzyme inhibitors, primary screen, biochemical, fluorescence polarization. tRNA 2'-phosphotransferase TPT1 (Candida albicans SC5314). recombinant caTPT1, FP RNA substrate dephosphorylation. inhibition, % at 5 µM. hit rate 0.81% among 300,000;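 active = inhibition above the mean of all tested compounds plus 3 SD, set per screening campaign, cut at about 24% in these data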;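 note: plate controls were DMSO alone for no effect and ferristatin control at 100 nM for full effect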
ZTA counter: blocks Epstein-Barr virus ZTA, an EBNA-1 counter-screen; hit rate 0.15% among 320,000; inhibition, % at 11 µM; ZTA-DNA binding, fluorescence polarization; AID 2234; in the data active = inhibition above about 33%
Fh CTSL1 inh: Fasciola hepatica cathepsin L1 inhibitors, primary screen, counter-screen for PFM18AAP inhibitor project, biochemical, QFRET, fluorogenic peptide substrate; hit rate 0.49% among 300,000; inhibition, % at 5.96 µM; recombinant F. hepatica cathepsin L1, Z-Leu-Arg-MCA fluorescence;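 active = inhibition above the mean of all tested compounds plus 3 SD, set per screening campaign, cut at about 17% in these data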;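 note: 0% = plate median of test compound wells and 100% = 1 µM Z-Phe-Ala-diazomethylketone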
PP5 primary: PP5 phosphatase inhibitors, primary screen, biochemical, fluorescence | Serine/threonine-protein phosphatase 5 (Homo sapiens), P53041 | purified PP5c, OMFP substrate fluorescence | inhibition, % at 6.7 µM | hit rate 0.18% among 320,000;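 active = inhibition above the campaign's mean inhibition across all tested compounds plus 3 SD, cut at about 9.5% in these data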;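 note: 0% = DMSO only and 100% = 100 µM cantharidin control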
Target sequence (P53041 whole entry, looked up): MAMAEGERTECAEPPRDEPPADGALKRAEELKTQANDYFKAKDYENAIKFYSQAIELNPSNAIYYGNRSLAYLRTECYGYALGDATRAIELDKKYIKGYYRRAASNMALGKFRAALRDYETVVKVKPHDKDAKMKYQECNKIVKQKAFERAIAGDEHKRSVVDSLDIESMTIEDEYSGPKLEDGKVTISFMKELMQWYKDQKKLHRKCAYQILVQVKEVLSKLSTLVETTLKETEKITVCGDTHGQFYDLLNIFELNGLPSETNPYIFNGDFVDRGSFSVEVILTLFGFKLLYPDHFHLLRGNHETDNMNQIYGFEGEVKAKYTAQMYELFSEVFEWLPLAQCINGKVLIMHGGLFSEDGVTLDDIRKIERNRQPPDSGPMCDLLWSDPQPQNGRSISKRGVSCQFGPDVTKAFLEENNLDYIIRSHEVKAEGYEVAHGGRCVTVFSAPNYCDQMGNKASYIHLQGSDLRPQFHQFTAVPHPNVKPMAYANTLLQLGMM
Efflux pump inh: inhibitors of Candida efflux pumps in yeast, primary screen, S. cerevisiae, Nile Red, multiplex; S. cerevisiae Candida pump triplex; inhibition, % at 10 µM; hit rate 0.44% among 330,000; AID 485275, 2010;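 active = plate passing quality check with inhibition over a set limit, or well fluorescence over plate mean plus 4 SD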;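 note: Nile Red retained in pooled yeast measured as flow cytometry median fluorescence; 0% = buffer negative control and 100% = Enniatin B positive control; higher means more Nile Red kept so more efflux inhibition; some compounds called inactive have numbers as strong as hits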
core dimer inh: inhibitors of HCV core protein dimerization, primary screen, biochemical, TR-FRET, high-throughput. inhibition, % at 5 µM. TR-FRET GST/Flag-core106 dimerization, 1536-well. AID 1899, 2009. hit rate 0.33% among 300,000;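 active = inhibition above the mean of all tested compounds plus 3 SD, set per screening campaign, cut at about 45% in these data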
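Assay system – GST-tagged and Flag-tagged HCV core protein residues 1-106 · Quantity – core106 proteins, GST 13.5 nM and Flag 17 nM · Benchmarks – unlabelled core106 and no-GST-core106 wells · Read-out basis – percent inhibition of core106 dimerization signal · Detection – time-resolved FRET, ex 340 nm, em 617 and 671 nm · Schedule – 4 h at 22.5 °C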
PP1 counter: PP1-alpha phosphatase inhibitors, primary screen, counter-screen for PP5 inhibitor project, biochemical, fluorescence, OMFP substrate, single point. Serine/threonine-protein phosphatase PP1-alpha catalytic subunit (Homo sapiens), P62136. purified PP1alpha. inhibition, % at 6.7 µM. hit rate 0.9% among 320,000;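 active = inhibition above the mean inhibition of all tested compounds plus 3 SD, computed separately for each screening campaign, cut at about 15% in these data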
Target sequence (P62136 whole entry, looked up): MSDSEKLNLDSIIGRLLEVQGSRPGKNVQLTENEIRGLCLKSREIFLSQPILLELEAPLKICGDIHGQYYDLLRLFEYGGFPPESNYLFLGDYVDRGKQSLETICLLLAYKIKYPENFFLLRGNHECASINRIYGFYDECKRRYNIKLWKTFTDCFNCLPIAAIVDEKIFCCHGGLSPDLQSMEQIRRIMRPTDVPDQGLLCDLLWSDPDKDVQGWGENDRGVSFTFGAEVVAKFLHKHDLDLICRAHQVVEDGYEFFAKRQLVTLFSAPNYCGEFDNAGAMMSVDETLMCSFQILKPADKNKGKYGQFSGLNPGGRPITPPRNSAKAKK
EBNA-1 inh: EBNA-1 DNA-binding inhibitors, primary screen, biochemical, fluorescence polarization. inhibition, % at 14.8 µM. hit rate 0.34% among 300,000. AID 1950, 2009; in the data active = inhibition above about 28%
Numbers without * were called inactive; . = not tested or not shown.

SMILES	PREPL inh	TPT1 inhibitor	ZTA counter	Fh CTSL1 inh	PP5 primary	Efflux pump inh	core dimer inh	PP1 counter	EBNA-1 inh
CC1(C)Cc2cccc(OCC(=O)OCC(=O)Nc3ccc(C(N)=O)cc3)c2O1	15	1	-2	-2	0.4	0.2	-2	-7	-18
CNc1nc(-c2ccccc2)cc(C)c1S(C)(=O)=O	2	-2	9	3	2.5	-0.1	5	-1	0
Cc1ccc([C@@H]2[C@@H]3C(=O)N(C)C(=O)[C@@H]3[C@]3(Cc4ccccc4)C(=O)N(Cc4ccccn4)CC(=O)N23)o1	2	1	-6	0	0.9	-0.2	5	1	-6
Cc1cc(C)cc(C(=O)NC(=S)Nc2ccc3[nH]c(=O)[nH]c3c2)c1	10	2	8	0	-2.1	0.1	-7	-4	1
CCCCN(CC)CCCNC(=O)c1cc2c(=O)n(C)c3ccccc3c2n1C	-43	-3	6	4	-0.5	-0.5	-1	1	-1
COc1ccc2c(c1)SCCC2=O	7	-4	-9	-5	2.7	0.1	5	-1	-8
Cc1csc2nc(O)c(C(=O)NCCN3CCOCC3)c(=O)n12	-8	-2	1	-1	-0.2	-0.1	1	-10	0
CSc1ccc(C(=O)C2CCCN(C(=O)c3cc(C)n(C)n3)C2)cc1 (centres undefined)	15	0	13	0	-1.8	0.0	-2	-4	4
O=C1c2ccccc2-c2cccc(C(=O)N3CCN(C(=O)c4ccccc4)CC3)c21	0	6	2	1	-3.0	0.0	-2	-5	-3
NC(=O)c1ccc(Cc2ncc(C(F)(F)F)cc2Cl)s1	-7	5	0	-1	2.8	0.1	1	-4	-6
O=C(COC(=O)c1c(Cl)cccc1Cl)Nc1cc(Cl)ccc1Oc1ccccc1	19	0	-6	-7	4.1	0.2	6	1	-8
COc1ccc(CNS(=O)(=O)c2c(C)[nH]c(C)c2C(=O)N2CCCCC2)cc1	2	-2	4	2	1.0	0.2	2	0	-7
Cn1nnnc1SCC1=C(C(=O)O)N2C(=O)C(NC(=O)C3CC3c3ccccc3)C2SC1 (centres undefined)	-4	2	8	-4	-0.8	-0.1	3	3	-7
Nc1ccc(S(=O)(=O)N2CCC(Cc3ccccc3)CC2)cc1	22	-4	-7	14	-6.0	-0.1	-5	-7	-3
Cc1ccc(NC(=O)c2cccs2)cc1NC(=O)c1ccco1	-9	5	9	-2	1.8	0.0	-8	0	-6
COc1ccc(NC(=O)CSc2ncnc3c2sc2ccccc23)c(OC)c1	4	-1	1	0	-1.3	-6.7	-1	0	3
CCOC(=O)c1ccc2c(c1)nc(SC/C(O)=C(\C#N)c1nc3ccccc3[nH]1)n2CC	28	10	11	2	3.0	0.1	36	0	8
O=C(CCC(=O)N(CC(=O)NC1CCCC1)Cc1ccccc1Cl)Nc1nccs1	-1	2	-15	2	4.5	0.0	3	-1	-6
COCCNC(=O)C(=O)NCC1OCCCN1S(=O)(=O)c1cccs1 (centres undefined)	17	-3	-14	4	0.4	5.1	-15	1	-1
COC(=O)C(C(=O)OC)C(C(C)C)C(C(=O)OC)C(=O)OC	-4	-2	2	-4	0.1	0.0	-6	0	3
Cc1cc(/C=C(/C#N)C(=O)O)c(C)n1-c1cccc2ccccc12	-6	0	10	6	3.1	0.2	11	5	-13
CCOC(=O)N1CCN(c2c(N3CCN(c4ccc(F)cc4)CC3)c(=O)c2=O)CC1	21	1	-21	-1	-2.3	-0.1	-2	-1	-4
COP(=O)(CN(Cc1ccccc1)C(=S)Nc1c(C)cccc1C)OC	11	-5	7	1	-0.3	-0.1	-3	0	9
Cc1noc(C)c1COc1ccccc1C(=O)N1CCN(S(=O)(=O)c2ccccc2F)CC1	21	-5	-3	-2	-1.7	-0.2	-10	-5	1
Cn1c(CC(=O)Nc2ccccc2)nnc1SCC(=O)NC1=NCCS1	-4	1	-4	3	0.9	-0.1	6	-3	-10
O=C(CN1C(=O)c2cccc([N+](=O)[O-])c2C1=O)N1CCN(c2ccc(F)cc2)CC1	40	-4	-4	-3	-0.4	0.0	-2	2	1
O=C(CSc1nnc(C2CC2)n1CC1CCCO1)Nc1ccccc1Cl (centres undefined)	8	0	-7	1	3.0	-0.1	9	-2	8
COc1cc(S(=O)(=O)N(Cc2cccnc2)Cc2cccc(OC)c2OC)ccc1-n1cnnn1	-8	-6	17	-1	-1.6	0.1	0	0	0
O=C1c2c(O)cc(O)cc2O[C@H](c2ccc(O)cc2)[C@H]1O	2	-2	7	-2	-2.2	0.0	1	-8	8
COc1ccc(C(=O)Nn2c(C)nc3ccccc3c2=O)c(OC)c1	1	-1	0	-12	-1.5	-0.1	-6	2	4
CCN(CC)S(=O)(=O)c1ccc(N2CCCC2)c(NS(=O)(=O)c2ccc([N+](=O)[O-])cc2)c1	-1	1	1	1	4.7	-0.2	5	9	9
O=C(COC(=O)c1ccc(S(=O)(=O)NCc2ccco2)cc1)c1ccccc1	-8	3	3	-2	-1.2	0.0	7	0	4
CCOCCCNC(=O)c1c[nH]c2ccc(OCC)cc2c1=O	9	0	4	1	-0.9	-0.1	1	-1	3
O=C(NCc1nnc(SCC(=O)N2CCCC2)o1)c1ccco1	2	4	9	-1	2.8	0.0	-3	2	6
Cc1ccc(NC(=O)c2cc(S(=O)(=O)N3CCCCC3)cs2)cc1	-4	-1	1	-2	2.8	0.0	10	0	0
COc1ccc(/C=N/n2c(C)nc3sc(C)c(C)c3c2=O)cc1	10	-7	-8	2	-1.7	-0.1	-6	-4	3
COc1ccccc1OCC(=O)Nc1cccc(-c2nc3ccccc3o2)c1	-12	-2	-1	-2	1.6	0.1	0	0	0
O=c1[nH]cnc2ccccc12	1	4	3	-2	-0.3	-0.1	2	-1	3
COc1cc2c(cc1OC)CN(C(=O)CN1C(=O)NC3(CCC(C)CC3)C1=O)CC2 (centres undefined)	5	.	1	.	-0.6	-0.3	.	-2	.
COc1ccc(CNC(=O)[C@@H](C)NC(=O)[C@@H]2Cc3ccccc3CN2)cc1	1	-3	-1	1	1.4	-0.2	-2	-2	-2
Cc1cccc(-n2ncc3c2CCCC3NC(=O)CCCN2CCCCC2=O)c1C (centres undefined)	-6	0	6	-26	3.0	0.3	-5	0	-5
CCC1(C)CC(=O)N(c2ccc(F)c(Cl)c2)C(=O)C1	-3	-3	12	2	0.5	0.0	2	-1	-4
COc1cc2c(C(=O)N3CCN(c4cccc(Cl)c4)CC3)cn(CC(C)C)c(=O)c2cc1OC	-3	-5	-12	7	-0.8	0.1	7	1	5
COC(=O)C1CCN(c2cc(=O)n(Cc3ccc(F)cc3)c(=O)[nH]2)CC1	-7	0	8	-1	3.6	-0.8	0	-3	6
CCOc1ccc(Cl)cc1S(=O)(=O)N1CCC(C(=O)NCc2ccco2)CC1	24	-2	-2	-2	2.1	-0.1	4	-2	-10
O=C(CSC1=NS(=O)(=O)c2cc(Cl)ccc2N1)c1ccc(Cl)cc1	4	0	6	3	-2.4	0.1	3	-3	-5
CCCCNC(=O)COC(=O)c1ccc(Cl)c(S(N)(=O)=O)c1	-6	-4	9	-1	-1.7	-0.1	0	-3	3
CCCN1CCN(CCCNC(=O)c2ccc(NC(=O)C3=C(C)OCCS3)cc2)CC1	2	1	8	1	0.2	0.0	8	-1	9
CCc1ccc(NC(=O)Cc2ccc(NC3=NC4CS(=O)(=O)CC4S3)cc2)cc1 (centres undefined)	3	-3	5	3	-2.3	0.0	6	-2	-4
CCOc1ccc(S(=O)(=O)N2CCOCC2)cc1NC(=O)c1ccccc1F	15	-1	1	1	-1.4	-0.1	10	-5	-4

Next entries follow.
SMILES	PREPL inh	TPT1 inhibitor	ZTA counter	Fh CTSL1 inh	PP5 primary	Efflux pump inh	core dimer inh	PP1 counter	EBNA-1 inh
Cc1nc(C)c(C(=O)N2CCCC(C(=O)c3ccc4ccccc4c3)C2)s1 (centres undefined)	31	3	17	-2	1.3	-0.1	14	-3	2
COc1cc(/C=C2/C(=O)N(C)C(=S)N2C)ccc1OCc1cccc(F)c1	-2	9	3	2	1.5	0.1	-6	-4	-6
CCCCn1nnc(NC(=O)c2sc3cc(Cl)ccc3c2Cl)n1	10	2	5	-1	3.6	0.2	13	0	-21
O=C(Nc1nc2ccccc2[nH]1)c1ccccc1OC(F)F	1	-3	-15	-4	1.4	0.0	-3	-3	-7
Cc1nn(C)c(C)c1CS(=O)(=O)c1ccccc1	-4	0	-11	-1	1.6	0.0	-2	-4	-11

Among those listed so far, these have an aryl thioether with sulfur outside any ring.
SMILES	PREPL inh	TPT1 inhibitor	ZTA counter	Fh CTSL1 inh	PP5 primary	Efflux pump inh	core dimer inh	PP1 counter	EBNA-1 inh
CSc1ccc(C(=O)C2CCCN(C(=O)c3cc(C)n(C)n3)C2)cc1 (centres undefined)	15	0	13	0	-1.8	0.0	-2	-4	4
Cn1nnnc1SCC1=C(C(=O)O)N2C(=O)C(NC(=O)C3CC3c3ccccc3)C2SC1 (centres undefined)	-4	2	8	-4	-0.8	-0.1	3	3	-7
COc1ccc(NC(=O)CSc2ncnc3c2sc2ccccc23)c(OC)c1	4	-1	1	0	-1.3	-6.7	-1	0	3
CCOC(=O)c1ccc2c(c1)nc(SC/C(O)=C(\C#N)c1nc3ccccc3[nH]1)n2CC	28	10	11	2	3.0	0.1	36	0	8
Cn1c(CC(=O)Nc2ccccc2)nnc1SCC(=O)NC1=NCCS1	-4	1	-4	3	0.9	-0.1	6	-3	-10
O=C(CSc1nnc(C2CC2)n1CC1CCCO1)Nc1ccccc1Cl (centres undefined)	8	0	-7	1	3.0	-0.1	9	-2	8
O=C(NCc1nnc(SCC(=O)N2CCCC2)o1)c1ccco1	2	4	9	-1	2.8	0.0	-3	2	6

Only part of the results is shown. The share of hits here may be higher or lower than overall.
